Compound activity (PubChem BioAssay)
MgcRacGAP inhibition = MgcRacGAP GTPase-activating activity inhibitors, confirmation, biochemical, ADP Hunter fluorescence. MgcRacGAP-stimulated Rac1 GTP hydrolysis, ADP Hunter fluorescence; higher % means a stronger effect; GST-tagged Rac1 F28L mutant substrate. one-dose inhibition, % at 30 µM; IC50 in µM for titrated hits. 340,000 compounds, 0.6% hits;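 active means first-screen hits whose inhibition reached a set limit at any dose in the follow-up dose series; inconclusive means inhibition above the set first-screen limit but never retested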;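 further: fluorescence reports GDP produced by GAP-driven GTP hydrolysis; strong numbers were not always called active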
LYP inhibition = inhibitors of LYP phosphatase, biochemical, fluorescence intensity, uHTS (AID 1779). recombinant LYP phosphatase, fluorescence intensity; higher % means a stronger effect. inhibition, % at 11.5 µM, or IC50 in µM where a hit was titrated. 290,000 compounds, 0.054% hits; in the data active means inhibition above about 50%;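 further: plate controls were vehicle with enzyme for no effect and no enzyme for full effect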
HIV fusion peptide = cell-free HIV fusion peptide-binding blockers – biochemical, uHTS, fluorescence dequenching, primary screen (AID 1986) | cell-free peptide binding, fluorescence dequenching, 30 min; higher % means a stronger effect | inhibition, % at 20 µM; hits with a dose series show IC50 in µM | 290,000 compounds, 0.3% hits; in the data active means inhibition mostly above about 52%, no sharp cut-off; inactive means mostly below about 76%; further: some results filed as inactive read as strong as hits
SV40 large T antigen = SV40 large T antigen inhibitors, biochemical (AID 1903); SV40 large T antigen ATPase/helicase inhibition assay; higher % means a stronger effect; inhibition, % at 20 µM; hits with a dose series show IC50 in µM; 310,000 compounds, 0.39% hits; in the data active means a potency from the dose series; inconclusive means inhibition mostly from about 32% at the one dose, without a potency; inactive means the rest, 99 in 100 with inhibition below about 32%; further: strong numbers were not always called active
NS5 inhibitors = flavivirus cap methylation enzyme inhibition – biochemical, confirmation dose response, primary screen (AID 588689); Dengue-2 NS5 methyltransferase capping enzyme assay, biochemical; higher % means a stronger effect; inhibition, % at 25 µM; hits with a dose series show IC50 in µM; 340,000 compounds, 0.3% hits; in the data active means a potency from the dose series; inconclusive means inhibition above about 29% without an active follow-up result
Siah-1 displacement = Siah-1 peptide-binding antagonists, primary screen, biochemical, fluorescence polarization, rhodamine-plectin, uHTS (AID 1817); Siah-1 / rhodamine-plectin peptide fluorescence polarization; higher % means a stronger effect; one-dose displacement, % at 20 µM; IC50 in µM for titrated hits; 290,000 compounds, 0.02% hits;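 active means displacement of at least 50% at 20 µM, with a fluorescence ratio check between 0.3 and a set limit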;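 further: plate controls were Siah plus tracer with DMSO for no effect and tracer alone without Siah for full effect; strong numbers were not always called active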
XIAP antagonists = XIAP antagonists, biochemical, IAP family, fluorescence polarization (AID 1018) | XIAP BIR domain, fluorescence polarization peptide displacement; higher % means a stronger effect | 200,000 compounds, 0.007% hits | displacement, % at 20 µM, or IC50 in µM where a hit was titrated; in the data active means displacement above about 50%; further: a part of the inactive calls stands beside numbers as strong as those of hits
AID2073 = inhibitors of Mint1-CaV2.2 protein interaction, biochemical, HTRF (AID 2073); HTRF protein-protein interaction, Mint1-CaV2.2; higher % means a stronger effect; one-dose inhibition, % at 20 µM; IC50 in µM for titrated hits; 290,000 compounds, 0.19% hits; in the data active means inhibition mostly above about 51%, no sharp cut-off; inconclusive means no clear call, values can overlap the other calls; inactive means mostly below about 53%; further: some results filed as inactive read as strong as hits
RSV CPE inhibition = RSV antiviral activity via CPE protection, HEp-2 cells, primary 10 µM value included (AID 2391) | one-dose CPE inhibition, % at 10 µM; IC50 in µM for titrated hits | 310,000 compounds, 0.13% hits | HEp-2 cells, RSV-induced CPE inhibition; higher % means a stronger effect; in the data active means a potency from the dose series; inconclusive means CPE inhibition mostly from about 23% at the one dose, without a potency; inactive means the rest, 99 in 100 with CPE inhibition below about 21%; further: strong numbers were not always called active
NS5 inhibitors pilot replicate = also measured in NS5 inhibitors; calls as there; inhibition, %; measured here: pilot screen replicate inhibition
Active calls of the source: *; ? = inconclusive; · = no result given. This is a random part of the collection; about 1.7% have a hit in one of these screens.

SMILES	MgcRacGAP inhibition	LYP inhibition	HIV fusion peptide	SV40 large T antigen	NS5 inhibitors	Siah-1 displacement	XIAP antagonists	AID2073	RSV CPE inhibition	others
COc1cc2cc(CN(CCc3ccccc3C)C(=S)NCCCN(C)C)c(=O)[nH]c2cc1OC	16%	1%	-2.6%	7%	0%	7%	-5.2%	-20%	-0.8%
C/C(=N\NC(=O)C1COc2ccccc2O1)c1cccs1 (stereo not drawn)	7%	-5%	-1.3%	-4%	-2%	-4%	-25%	-5%	0.5%
O=[N+]([O-])c1ccc2nc(-c3ccc(OC(F)F)cc3)cn2c1	6%	-5%	1.4%	21%	-9%	4%	-7.4%	3%	-0.8%
O=C(NC12CC3CC(CC(C3)C1)C2)N1CCN(C2CCCCC2)CC1	3%	-2%	3.4%	4%	2%	0%	-5.6%	-5%	-2.2%
Cc1ccc2nc3nc(NCC4CCCO4)c(C(=O)NC4CCCCC4)cc3c(=O)n2c1 (stereo not drawn)	·	-24%	-0.9%	7%	·	-3%	-6.9%	-8%	7.1%
CCOc1ccc(NC(=O)c2nnn(CC(=O)Nc3ccccc3OC)c2N)cc1	-1%	2%	0.2%	33%	3%	-1%	-3.5%	4%	-0.2%
O=C(c1ccco1)N1CCN(C2CCCC2)CC1	21%	-4%	1.5%	24%	1%	2%	-0.8%	-1%	1.6%
CCCNC(=O)NNC(=O)c1cc(-c2ccc3c(c2)OCO3)nc2ccccc12	0%	-8%	-2.1%	0%	-1%	0%	·	-5%	0.8%
C=CCN(CC=C)Cc1cc(=O)n2c(-c3ccccc3)csc2n1	12%	1%	2.4%	7%	0%	-2%	·	13%	0.8%
COc1ccc(C)cc1N(CC(=O)Nc1cccc(N(C)S(C)(=O)=O)c1)S(C)(=O)=O	9%	-4%	-1.9%	4%	-1%	-5%	-6.9%	1%	1.4%
COc1ccc(F)cc1C(=O)C1CCCN(C(=O)c2cccc(N(C)C)c2)C1 (stereo not drawn)	3%	-2%	-0.2%	1%	-7%	6%	-3.3%	7%	5.0%
O=C(NCc1ccco1)c1nc2c(nnn2Cc2cccc(Cl)c2)c(=O)[nH]1	-1%	1%	5.5%	18%	-1%	1%	-5.8%	2%	6.1%
CCCCCCc1cc2cc(S(=O)(=O)c3ccc(C)cc3)c(=O)oc2cc1O	1%	3%	14%	8%	-7%	28%	-2.6%	8%	15%
C/C(=N\NC(=O)c1ccccc1C)c1cccc([N+](=O)[O-])c1	6%	-6%	-2.0%	-1%	7%	0%	-5.8%	7%	0.5%
CC(C)OC(=O)CC(=O)CSc1nc2c(cc1C#N)CCCC2	12%	0%	9.1%	?	-13%	2%	-3.4%	19%	0.9%
CCOc1cc(N2CCOCC2)c(OCC)cc1NC(=O)COC(=O)c1ccccc1C	18%	-4%	-1.7%	-3%	-12%	4%	-1.3%	-4%	0.0%
CCC(CC)c1nnc(NC(=O)Oc2ccccc2)s1	-11%	-6%	-2.2%	11%	1%	-4%	-2.0%	-2%	-0.4%
CC(C)COP(=O)(OCC(C)C)C(O)c1ccc(F)cc1 (stereo not drawn)	9%	-3%	-2.3%	11%	-6%	-3%	-2.7%	-2%	1.5%
CCOC(=O)NC(=O)C(=CNc1cccc(C)c1)C(=O)NC(=O)OCC	11%	-5%	-2.8%	92%	-7%	-1%	-2.0%	5%	1.6%
O=C(NC1CCCCCC1)c1c(O)c2ccccc2[nH]c1=O	6%	-5%	-1.7%	0%	-1%	1%	0.3%	5%	-1.6%
CC(C)C(OC(=O)c1cc2c(s1)CCCCC2)C(=O)NC(N)=O (stereo not drawn)	4%	-7%	0.7%	9%	3%	-2%	1.2%	14%	4.0%
CN(CC(=O)Nc1cccnc1Cl)S(=O)(=O)c1ccc(Cl)cc1	4%	-9%	1.4%	9%	-4%	0%	·	0%	0.6%
COCC(=O)Nc1ccc([N+](=O)[O-])cc1C	11%	-2%	2.5%	6%	-6%	-5%	-7.5%	0%	2.5%
Cc1cccc(NC(=O)C2CCCN2S(=O)(=O)c2ccc3c(c2)n(C)c(=O)c(=O)n3C)c1 (stereo not drawn)	10%	-3%	-1.1%	14%	0%	0%	-3.3%	1%	2.0%
CCN(CC)c1ccc(C=Nc2cc(C)cc(C)c2)c(O)c1	1%	-1%	5.2%	-10%	3%	-8%	-11%	-7%	4.5%

Continued.
SMILES	MgcRacGAP inhibition	LYP inhibition	HIV fusion peptide	SV40 large T antigen	NS5 inhibitors	Siah-1 displacement	XIAP antagonists	AID2073	RSV CPE inhibition	others
O=C1CSC2(N1)C1CC3CC(C1)CC2C3 (stereo not drawn)	9%	-6%	-0.3%	9%	-3%	-3%	·	-2%	-0.2%
COc1cccc2oc3cc(C#Cc4ccccn4)ccc3c(=O)c12	·	-3%	0.4%	12%	·	0%	·	21%	20%
CC1CCCCN1CC(=O)Nc1sccc1C#N (stereo not drawn)	6%	-7%	2.2%	20%	-2%	4%	-7.0%	2%	0.5%
CCc1ccc(CCC(=O)Nc2ccc(S(N)(=O)=O)cc2)o1	3%	1%	4.7%	7%	-3%	-3%	-14%	8%	1.2%
CCO[C@H]1OC(C(N)=O)=C[C@@H](c2ccccc2)[C@@H]1CCCO	4%	-6%	0.0%	10%	-4%	-3%	3.0%	-11%	-1.4%
COc1cccc(C2=NOC(C(=O)NCc3ccco3)C2)c1 (stereo not drawn)	7%	-1%	-0.4%	9%	-3%	-3%	-8.0%	-3%	0.9%
O=S(=O)(NCC(c1cccnc1)N1CCN(c2ccccc2)CC1)c1cccs1 (stereo not drawn)	3%	-2%	-2.6%	7%	-3%	0%	-4.2%	-2%	1.2%
CCOc1ccccc1C(=O)Nc1ccc(-n2nncc2C(C)(C)C)cc1	10%	0%	0.4%	0%	-6%	11%	-1.0%	-11%	2.8%
Cc1nc2c3ccccc3n(Cc3ccccc3F)c2s1	14%	4%	1.4%	0%	0%	-2%	-29%	-24%	1.2%
CSCCC(N=C1NS(=O)(=O)c2ccccc21)C(=O)N1CCCC(C(N)=O)C1 (stereo not drawn)	0%	·	·	18%	-7%	·	·	·	-0.9%
Cc1ccc(CC2CC(=O)N(c3ccncc3)C2=O)cc1 (stereo not drawn)	7%	-4%	-1.1%	1%	-6%	-1%	2.1%	-4%	0.1%
CN1C2CCC1CC(NC(=O)c1ccc(Cl)cc1)C2 (stereo not drawn)	1%	-4%	-2.2%	3%	-14%	4%	·	0%	1.2%
O=C(Nc1ccccc1OC(F)(F)F)c1ccc([N+](=O)[O-])cc1	4%	-6%	-1.1%	10%	-11%	5%	-0.4%	0%	-1.3%
c1ccc(N2CCOCCOCCOCCOCCOCC2)cc1	5%	-9%	-0.8%	·	-2%	-6%	-5.2%	3%	3.7%
O=C(CSc1nccc(=O)[nH]1)N1CCN(c2ccccc2)CC1	5%	2%	0.8%	5%	·	-4%	-6.4%	-14%	-0.1%
CCCn1nnc(NC(=O)c2cccc(OCC)c2)n1	1%	-10%	0.1%	5%	-3%	0%	-5.2%	2%	-0.2%
Cc1nn(C)c(C)c1N1C(=O)c2cccc3c(N)ccc(c23)C1=O	7%	3%	152%	4%	26%	20%	-0.4%	44%	3.0%
COCCNC(=O)c1nn(-c2cc(OC)cc(OC)c2)c(=O)c2ccccc12	2%	-6%	-0.2%	1%	1%	-7%	-3.7%	-8%	0.9%
OCCOCCn1c(C(CO)Nc2nc(-c3cccc(Br)c3)cs2)nc2ccccc21 (stereo not drawn)	13%	·	·	3%	-5%	·	·	·	9.7%
CCOc1ccc(CC(=O)Nc2ccc(-c3ccc4nnc(C)n4n3)cc2)cc1	5%	-2%	2.1%	8%	-9%	3%	-3.7%	22%	0.0%
O=C(CCN1N=C(c2ccccc2)CCC1=O)NC1CCCC1	5%	-10%	0.3%	20%	-1%	4%	·	-2%	-0.8%
CCOc1ccc(CCNC(=O)COC(=O)c2cc(=O)[nH]c3ccccc23)cc1OCC	4%	·	·	8%	-7%	·	·	·	0.1%
O=C(CC12CC3CC(C1)CC(CC(=O)N1CCCC1)(C3)C2)N1CCCC1	4%	-7%	-0.5%	7%	-3%	0%	-3.9%	-10%	0.2%
CN1C(=O)N2CN(C3CCCCC3)CN3C(=O)N(C)C1C23 (stereo not drawn)	5%	-11%	0.8%	8%	-15%	1%	-0.5%	0%	1.6%
O=C(NCc1ccccc1OC(F)(F)F)C1CCC(=O)N(CCc2ccccn2)C1 (stereo not drawn)	6%	-4%	3.3%	8%	-3%	5%	·	5%	2.0%

(list continues)
SMILES	MgcRacGAP inhibition	LYP inhibition	HIV fusion peptide	SV40 large T antigen	NS5 inhibitors	Siah-1 displacement	XIAP antagonists	AID2073	RSV CPE inhibition	others
Cc1ccc(S(=O)(=O)NCC2CCC(C(=O)NCc3cccs3)CC2)cc1 (stereo not drawn)	8%	-6%	2.4%	23%	-15%	10%	-1.6%	26%	0.6%
CC(C)(C)OC(=O)NNC(=O)C12CC3CC(CC(C3)C1)C2	0%	1%	-1.0%	12%	2%	-5%	-5.5%	17%	0.2%
Cc1csc(=O)n1CC(=O)OCC(=O)c1c(N)n(C)c(=O)n(C)c1=O	7%	·	·	20%	-2%	·	·	·	-2.2%
Cc1cc(C(=O)NCc2ccco2)cs1	1%	-1%	-2.9%	-3%	-1%	-3%	-21%	-2%	2.4%
Cc1ccccc1Nc1nnc(SCC(=O)Nc2ccccc2[N+](=O)[O-])s1	8%	-3%	0.3%	15%	3%	-5%	-0.4%	-12%	13%
C=CCSc1nc2sc3c(c2c(=O)n1CC=C)CCc1ccccc1-3	4%	6%	6.8%	1%	-4%	3%	-7.3%	2%	16%
O=C(CSc1nc(-c2ccc(F)cc2)cs1)N1CCOCC1	2%	-3%	-1.2%	5%	-6%	-1%	0.6%	-6%	8.2%
CCOC(=O)C(CCC#N)(CCC#N)C(=O)OCC	-1%	-4%	-2.5%	9%	-9%	0%	-0.6%	3%	2.1%	NS5 inhibitors pilot replicate=-3.6
CCN(Cc1ccc(OC)c(COC)c1)CC1CCCN(CCc2cccc(OC)c2)C1 (stereo not drawn)	8%	-8%	-2.1%	8%	-10%	-2%	·	6%	-0.3%
CCCN(CC1CC1)C(=O)COc1ccccc1C(=O)NCc1ccccc1	4%	-5%	-1.4%	8%	-4%	-2%	-4.0%	8%	0.6%

Four structures from above, sorted by count of non-hydrogen atoms, descending.
SMILES	MgcRacGAP inhibition	LYP inhibition	HIV fusion peptide	SV40 large T antigen	NS5 inhibitors	Siah-1 displacement	XIAP antagonists	AID2073	RSV CPE inhibition	others
CCOc1ccc(CC(=O)Nc2ccc(-c3ccc4nnc(C)n4n3)cc2)cc1	5%	-2%	2.1%	8%	-9%	3%	-3.7%	22%	0.0%
CSCCC(N=C1NS(=O)(=O)c2ccccc21)C(=O)N1CCCC(C(N)=O)C1 (stereo not drawn)	0%	·	·	18%	-7%	·	·	·	-0.9%
Cc1csc(=O)n1CC(=O)OCC(=O)c1c(N)n(C)c(=O)n(C)c1=O	7%	·	·	20%	-2%	·	·	·	-2.2%
CC(C)OC(=O)CC(=O)CSc1nc2c(cc1C#N)CCCC2	12%	0%	9.1%	?	-13%	2%	-3.4%	19%	0.9%
